Bcl-2 Bim block = human Bim-Bcl-2 interaction inhibition; Bead-based flow cytometry, Bim peptide-Bcl-2 binding; inhibition, % at 10 µM; 190,000 compounds, 0.06% hits; in the data active = inhibition above about 40%;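 note: 0% = no compound wells with probe peptide and 100% = reference peptide inhibitor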
Target sequence (P10415 whole entry, looked up): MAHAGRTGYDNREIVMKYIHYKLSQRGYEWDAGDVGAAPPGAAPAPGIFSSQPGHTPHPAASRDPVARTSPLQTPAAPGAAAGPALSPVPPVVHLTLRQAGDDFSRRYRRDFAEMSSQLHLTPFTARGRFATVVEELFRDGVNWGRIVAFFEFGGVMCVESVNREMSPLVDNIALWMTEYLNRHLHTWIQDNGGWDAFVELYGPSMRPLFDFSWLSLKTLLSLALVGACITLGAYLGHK
HRas wt GTP = modulators of GTP binding to human HRas wildtype | P01112 | GST-Ras wt beads, Bodipy-FL-GTP binding, flow cytometry; actives lie on both sides | GTP binding activity, % at 10 µM | 190,000 compounds, 0.14% hits | AID 759;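 active = GTP binding activity at least 20% away from the 100% baseline, either lowered as inhibitor or raised as activator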;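 note: 0% = unlabeled GTP competition control and 100% = no-compound control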
Rab7 wt modul = dog Rab7 wildtype GTP binding, inhibitors and activators; GTP binding activity (percent of control), % at 10 µM; AID 758; GST-Rab7 beads, fluorescent GTP binding, flow cytometry; actives lie on both sides; untreated = 100%, excess cold GTP = 0%; 190,000 compounds, 0.055% hits;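 active = fluorescent GTP binding to Rab7 beads changed by at least 20 points from the 100% baseline, either direction, mostly lower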;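 note: median green fluorescence of bound Bodipy-FL-GTP per Rab7 bead population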
Rac1 wt GTP bind = modulators of human Rac1 wildtype GTP binding; P63000; GST-Rac1 beads, fluorescent GTP binding, flow cytometry; actives lie on both sides; 0 = cold GTP competed, 100 = untreated; GTP binding activity (% of control), % at 10 µM; 190,000 compounds, 0.27% hits; AID 757;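 active = GTP binding activity at least 20 points away from the 100% control level, either lower or higher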
Bfl-1 Bim block = inhibitors of Bim-Bfl-1 interaction, human | Q16548 | Bead-based flow cytometry, Bim-Bfl-1 binding inhibition | inhibition, % at 10 µM | 190,000 compounds, 0.12% hits | AID 1008;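 note: 0% = wells without compound plus tracer and 100% = blocker peptide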
Bim-Bcl-XL = disrupts Bim peptide binding to human Bcl-XL | Q07817 | bead flow cytometry, fluorescence | inhibition, % at 10 µM | 190,000 compounds, 0.04% hits
Target sequence (Q07817 whole entry, looked up): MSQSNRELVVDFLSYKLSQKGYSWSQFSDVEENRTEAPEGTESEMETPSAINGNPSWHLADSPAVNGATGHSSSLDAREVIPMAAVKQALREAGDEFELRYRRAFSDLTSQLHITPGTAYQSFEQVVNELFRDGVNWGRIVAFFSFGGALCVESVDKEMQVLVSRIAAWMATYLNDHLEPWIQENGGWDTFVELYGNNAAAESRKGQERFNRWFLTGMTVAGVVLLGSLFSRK
Rab2 wt GTP = changes GTP binding to wildtype dog Rab2A, up or down; P61105; GST-Rab2 wt beads, Bodipy-GTP binding, flow cytometry; GTP binding activity, % at 10 µM; 190,000 compounds, 0.19% hits;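 active = GTP binding activity at least 20 points away from 100%, either lowered or raised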;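 note: 0% = beads with excess unlabeled GTP and 100% = no-compound control corrected for plate trend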
Cdc42 wt = human Cdc42 wildtype GTP binding change, either direction; 190,000 compounds, 0.2% hits; AID 761; percent activity (GTP binding), % at 10 µM; GST-Cdc42 beads, Bodipy-GTP binding, flow cytometry; actives lie on both sides;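 active = percent activity GTP binding at least 20 points away from the 100% baseline, either down as inhibitor or up as activator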;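 note: median bead fluorescence of bound Bodipy-FL-GTP at 100 nM; 0% = excess unlabeled GTP control and 100% = no compound control; below 100% means less GTP binding so inhibitor and above means activator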
Target sequence (P60953 whole entry, looked up): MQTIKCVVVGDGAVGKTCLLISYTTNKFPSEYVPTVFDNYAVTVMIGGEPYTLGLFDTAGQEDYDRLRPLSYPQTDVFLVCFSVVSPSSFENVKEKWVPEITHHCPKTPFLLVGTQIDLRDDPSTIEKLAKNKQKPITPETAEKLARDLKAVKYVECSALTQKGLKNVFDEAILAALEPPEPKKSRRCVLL
Bcl-W Bim block = inhibitors of Bim-Bcl-W interaction, human. bead-based flow cytometry, Bim peptide-Bcl-W binding. inhibition, % at 10 µM. 190,000 compounds, 0.02% hits. AID 952;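 note: 0% = bound tracer without compound and 100% = peptide blocker; higher means less fluorescent Bim peptide bound to Bcl-W beads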
Rac1 mut GTP = human Rac1 activated mutant GTP binding change. GST-Rac1 activated beads, fluorescent GTP binding, flow cytometry; actives lie on both sides; 100% means binding = to untreated wells. percent activity (GTP binding), % at 10 µM. 190,000 compounds, 0.11% hits;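 active = GTP binding at least 20 percentage points away from the 100% baseline, in either direction, so actives lie on both sides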
Bim-Bcl-B = human Bim-Bcl-B interaction inhibition; Q9HD36; bead-based flow cytometry, Bim peptide-Bcl-B binding; inhibition, % at 10 µM; 190,000 compounds, 0.073% hits;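 note: 0% = tracer peptide without compound and 100% = reference inhibitor peptide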
An asterisk follows results filed as active. Cut-off read from the data, not from the text of the source, unless noted: active = inhibition above about 40%. An unsorted share of the library; 0.62% or so of the library scored in one or more.

SMILES	Bcl-2 Bim block	HRas wt GTP	Rab7 wt modul	Rac1 wt GTP bind	Bfl-1 Bim block	Bim-Bcl-XL	Rab2 wt GTP	Cdc42 wt	Bcl-W Bim block	Rac1 mut GTP	Bim-Bcl-B
C1=CCC(/C=N/n2cnnc2)CC1 (stereo not given)	-14	106	106	114	-13	-4	106	105	-1	104	-7
COCC(=O)Nc1nnc(COc2ccc(Cl)cc2)s1	-3	101	103	103	-1	-6	100	98	-2	98	-4
C=CCn1c(SCC(=O)Nc2ccc(N(C)C)cc2)nnc1-c1cccc(C)c1	-5	97	97	95	-5	-2	94	96	2	92	-12
COCc1nc2ccccc2n1CCCOc1ccccc1	-10	98	97	97	-9	-9	96	96	2	95	-7
O=C(NC1CCCC1)C(c1ccccc1)N(Cc1ccco1)C(=O)Cc1cccs1 (stereo not given)	-25	100	98	101	-21	-20	99	97	-21	98	-29
COc1cc(NS(=O)(=O)c2ccc(N/C=C(\C=O)c3nc4cc(Cl)ccc4o3)cc2)nc(OC)n1	-14	97	100	98	-23	-12	98	97	-4	93	-8
CCn1c(=O)c(-c2ccccc2)c(O)c2ccccc21	-10	97	102	100	-16	-6	96	96	-2	92	-10
O=C(CCNC(=O)c1ccccc1Cl)OCC(=O)c1ccccc1	-4	99	96	102	-4	1	96	97	0	95	-3
CCOC(=O)c1cnn(-c2nc(-c3cccc(F)c3)cs2)c1C(F)(F)F	-5	99	96	101	-11	-1	97	98	0	98	-5
CCCc1nc2sc3c(c2c(=O)n1NC(=O)CCCl)CCCC3	-1	103	98	104	1	0	100	105	0	102	0
CCOc1ccc(N2C(=O)CC(SCCN)C2=O)cc1 (stereo not given)	-6	104	104	109	-18	1	102	104	-3	102	-7
COc1cc(C(C)=O)ccc1OCC(=O)c1cc(C)n(C2CC2)c1C	-1	104	98	101	-1	1	102	106	1	100	0
O=C(O/N=C1\C(=O)N(c2ccccc2)c2ccccc21)C1CC1	0	97	101	94	-1	5	98	93	1	93	0
c1ccc(Oc2cccc(OCCCCSc3ncccn3)c2)cc1	-7	97	96	103	-10	-3	94	98	0	97	-2
c1ccc(-n2c(-c3ccncc3)nnc2-c2ccco2)cc1	7	103	97	103	4	4	102	104	7	101	5
CNC(=O)c1ccccc1-c1ccccc1	-4	99	101	102	-9	-7	98	98	1	96	-4
COc1ccc(/C(O)=C2/C(=O)C(=O)N(CCN3CCOCC3)C2c2cccnc2)cc1OC (stereo not given)	-9	104	100	106	-16	-4	104	104	-1	100	-8
Cc1nc2ccccc2c(=O)n1NC(=O)Cc1ccc(Br)cc1	-7	94	95	92	-3	-7	95	92	-6	92	-6
CC(C)[C@H](NC(=O)c1ccccc1)C(=O)OCC(=O)c1ccccc1F	-9	97	102	100	-9	-9	96	99	-5	96	-10
CCn1c(SCC(=O)Nc2ccc(C(=O)OC)cc2)nc2cccnc21	0	94	90	96	0	-4	93	91	-1	93	-4
CCOc1ccc(-c2nnn(CC(=O)Nc3cc(OC)cc(OC)c3)n2)cc1OCC	-7	102	103	100	-5	-6	102	99	-5	98	-2
CCCC(C(=O)NCc1ccco1)N(C(=O)CNS(=O)(=O)c1ccccc1)c1ccc(OC)cc1 (stereo not given)	2	100	99	102	-5	-1	101	100	0	96	0
CCC(=O)N1CCc2cc(S(=O)(=O)NC(C(=O)NC(C)c3ccccc3)C(C)C)ccc21 (stereo not given)	-8	98	101	98	-11	-6	99	97	0	98	-8
Cn1ccnc1Sc1nc2c(c(=O)n(C)c(=O)n2C)n1C	1	106	99	105	0	-5	108	105	-3	102	-2
Cc1c(Cl)c([N+](=O)[O-])nn1CC(=O)NC1CCCCC1	-8	95	93	92	-13	-2	92	95	0	91	-6
More results follow.
SMILES	Bcl-2 Bim block	HRas wt GTP	Rab7 wt modul	Rac1 wt GTP bind	Bfl-1 Bim block	Bim-Bcl-XL	Rab2 wt GTP	Cdc42 wt	Bcl-W Bim block	Rac1 mut GTP	Bim-Bcl-B
Cc1ccc(/C=N/NC(=O)CNC(=O)COc2ccc(Cl)cc2)o1	-3	98	107	98	-3	-1	100	95	-4	95	-3
Cc1nnc(SCc2ccc(C(=O)O)cc2)s1	-4	95	99	101	-14	0	95	97	1	97	-3
O=C(CCN1C(=O)c2ccccc2C1=O)Nc1nc2ccccc2s1	9	97	94	97	11	9	96	98	8	100	4
Cc1ccc(-n2nnnc2SCc2nnc(-c3ccccc3Br)o2)cc1	-3	100	101	102	-8	-1	98	102	1	98	-4
O=C(Cc1csc(-c2ccccc2)n1)NCc1ccc(F)cc1	-5	97	99	102	-5	-4	97	100	0	96	-8
CCCN1C/C(=C/c2ccc3c(c2)OCO3)C(=O)/C(=C/c2ccc3c(c2)OCO3)C1	-9	98	101	103	-13	-5	99	98	-3	97	-12
CCOC(=O)c1cc(-c2ccccc2)sc1N	-8	102	102	105	2	5	102	101	3	100	-20
CC(=O)Nc1ccc(NC(=O)Nc2cccc(C)c2C)cc1	0	102	105	104	-2	0	101	100	-2	104	-3
O=C(CSc1nc2ccccc2n1S(=O)(=O)c1ccccc1)N1CCCC1	-1	100	102	103	-16	-14	101	100	-6	99	-12
COc1cc(C(c2sc3nc(C)nn3c2O)N2CC(C)CC(C)C2)cc(OC)c1OC (stereo not given)	-7	102	102	105	-6	-14	101	105	-6	100	-8
CC1CCC(C(C)C)C(OC(=O)CSc2n[nH]c(=O)[nH]c2=O)C1 (stereo not given)	-5	102	102	107	-10	4	99	102	2	97	-8
Cc1cccc(Oc2nc(-c3cccc([N+](=O)[O-])c3)nc3ccccc23)c1C	-12	102	105	109	-19	-2	101	104	0	100	-7
Cn1c(SC2C(=O)CC(C)(C)CC2=O)nnc1-c1ccco1	-3	100	97	98	2	2	98	101	0	96	0
O=C(c1cccc(S(=O)(=O)N2CCOCC2)c1)N(CCO)Cc1ccccc1	-3	101	100	99	-2	-5	100	101	0	97	-3
CC(=NCc1ccco1)c1c(C(F)(F)F)[nH]n(-c2nc3ccccc3s2)c1=O	-9	100	103	101	-12	-5	100	100	0	97	-8
CC1=C(C(=O)NCc2ccccc2)C(c2ccccc2OCC(N)=O)NC(=O)N1 (stereo not given)	-7	102	104	103	-9	-3	101	101	0	98	-10
Cc1oc2cc(O)ccc2c(=O)c1Oc1ccc2ccccc2c1	0	99	99	99	0	0	98	98	3	96	0
Cc1ccc(C(NC(=O)/C=C\c2ccc3c(c2)OCO3)C(=O)Nc2ccc3c(c2)OCO3)cc1 (stereo not given)	-1	100	102	102	-5	-2	100	105	0	98	-3
Cc1ccc2c(c1)c(C)c(C)n2CC(O)CN1CCCCC1C (stereo not given)	-7	101	103	106	-6	-9	101	103	-8	98	-8
O=C(N/N=C/c1cccc(OCC(=O)N2CCCC2)c1)C(=O)Nc1ccccc1F	0	99	101	101	-2	-4	97	101	-1	98	-4
COc1ccccc1Nc1ncnc2ccccc12	5	101	99	101	0	1	98	102	0	100	-5
CCn1c(SCC(=O)Nc2ncc(C(F)(F)F)cc2Cl)nnc1-c1ccccc1	-5	101	100	105	-15	-11	100	103	-8	100	-19
CCN(C(=O)CN1CCN(c2cccc(C(F)(F)F)c2)CC1)c1c(N)n(Cc2ccccc2)c(=O)[nH]c1=O	-3	96	102	101	-8	-3	99	97	-3	96	-5
COC(=O)CCCNc1ncccc1[N+](=O)[O-]	-5	98	98	102	-5	-2	98	100	0	96	-2
Cc1ccccc1NS(=O)(=O)c1ccc(C(=O)OCC(=O)NCC(C)C)cc1	-3	94	97	96	-5	-3	96	95	-5	93	-6
Fc1cccc(Cn2cc(C(=S)N3CCOCC3)c3ccccc32)c1	0	96	98	97	-6	0	96	98	1	95	-3
COc1cccc(CN(CC(=O)NC2CCCC2)C(=O)Cn2nnc(-c3cccs3)n2)c1	-10	102	102	108	-13	-5	103	102	0	100	-11
COc1cccc(C(C(=O)NC2CCCC2)N(C(=O)c2ccco2)c2ccc(-n3cnnn3)c(C)c2)c1OC (stereo not given)	-7	99	101	100	-5	-5	98	98	-4	98	-6

Compound activity deposited in PubChem by NMMLSC.
